Source: PubChem
TGFb inhibitor: inhibitors of TGF-b signaling. 1.2% of 410,000 active. Potency, µM (highest dose often 46.1 µM), inactives show at the highest dose activity, negative = inhibition, usual class: inhibitors. HepG2 CAGA-GFP TGF-b/SMAD3 reporter, GFP fluorescence, 18 h; TGF-beta stimulated, 500 pg/mL final; further: potency means the concentration at half of the fitted maximal effect; on the % scale 0 is the no-effect control and ±100 the full control effect; nearly all actives have a fitted effect of over 65% in size
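TGF-beta reporter screen: HEPG2 CAGA-GFP, 1% FBS, 500 pg/mL TGF-beta final, 18 h; per-cell GFP summed per well; curves fitted and categorized by class.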
Nrf2 block: blocks Nrf2 signaling. A549 ARE-Fluc reporter, luciferase luminescence, 18-24 h. Potency, µM (top dose mostly 46 µM), for inactives: at the top dose activity change, negative = inhibition, hits mostly inhibitors. 2.1% of 360,000 active. AID 504444; further: potency means the concentration at half of the fitted maximal effect; on the % scale 0 is the no-effect control and ±100 the full control effect; nearly all actives have a fitted effect of over 60% in size
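Two sequential reads on A549 ARE_Fluc cells exposed to compound for 18-24 h: a CellTiter-Fluor fluorescence read for viability, then a luciferase luminescence read for Nrf2/ARE activity.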
Akt phos inh: blocks phosphorylation of Akt; Neuro2A IGF-stimulated pAkt S473 HTRF, 20 min; stronger effect = lower value; activity change, % for hits at 50 µM; 0.32% of 360,000 active; in the data active means activity change below about -80%; inconclusive means mostly about -51% to -80%; further: on the % scale 0 is the no-effect control and ±100 the full control effect
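Neuro2A cells in DMEM with 0.5% FBS, overnight at 37 deg C, given compound at single 50 µM final, then IGF (6 nM final) for 20 min at 37 deg C. Lysed; phospho-Akt Ser473 by HTRF after 24 h, 665/615 ratio.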
MmCpn inh: inhibitors of Methanococcus maripaludis chaperonin (MmCpn); purified Mm-Cpn ATPase, ADP Transcreener TR-FRET; Potency, µM (doses to about 76.9 µM), for inactives: top-dose activity, negative = inhibition, hits mostly inhibitors; 0.031% of 330,000 active; AID 504842; further: potency means the concentration at half of the fitted maximal effect; on the % scale 0 is the no-effect control and ±100 the full control effect; nearly all actives have a fitted effect of over 80% in size
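Inhibition of chaperonin ATP hydrolysis is measured as reduced ADP production, detected by competitive TR-FRET in which signal falls with ADP. Final enzyme 25 nM and ATP 10 uM, reacted 30 min at 37°C.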
A549 tox: counter-screen for Nrf2 inhibitors: cytotoxicity in A549 cells | 0.16% of 390,000 active | A549 ARE-Fluc cells, CellTiter-Fluor viability, 18-24 h | Potency, µM (top dose mostly 46 µM), without a hit: top-dose activity change, negative = cytotoxicity, most hits filed as inhibitors; further: potency means the concentration at half of the fitted maximal effect; on the % scale 0 is the no-effect control and ±100 the full control effect
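A549 ARE-Fluc cells in 5% FBS OPTI-MEM, 5000 cells/well, rested 2 h then exposed to compounds in concentration-response for 18-24 h at 37 °C. Viability by CellTiter-Fluor fluorescence (Ex 405/Em 525) after 30 min; luciferase luminescence (BugLite, 15 min, RT) read afterwards.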
Nrf2 activator: Nrf2 pathway activation. AREc32 ARE-luciferase reporter (MCF7-derived line), luminescence, 24 h. Potency, µM (series often up to 46.1 µM), for inactives: top-dose activation, actives largely listed as activators. 0.31% of 410,000 active. AID 624171; further: potency means the concentration at half of the fitted maximal effect; % of control where 0% means no effect; nearly all actives have a fitted effect of over 65% in size
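Quantitative high-throughput format: AREc32 reporter cells, 1000 per well, received compound by pin transfer and were incubated 24 hr at 37 deg C, 5% CO2, before Steady-Glo luminescence detection.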
HepG2 viability: kills HepG2 cells in TGF-b inhibitor counter-screen; AID 588856; Potency, µM (highest dose often 46.1 µM), for inactives: top-dose activity change, negative = cytotoxicity, hits mostly cytotoxic; 0.76% of 410,000 active; HepG2 CAGA-GFP viability, ATP luminescence, 18 h; further: potency means the concentration at half of the fitted maximal effect; some results filed as inactive show a strong effect at the top dose
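HepG2 CAGA-GFP cells (1000/well, DMEM with 1% FBS) received compound, then TGF-beta at 500 pg/mL final, and were incubated 18 hours at 37 degrees C. Viability was read by CellTiter-Glo luminescence. Media-only wells were set as complete cell-killing and DMSO as no toxicity.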
ATXN viability: viability counter-screen for ATXN expression inhibitors; 0.49% of 400,000 active; Potency, µM (top dose mostly 56.7 µM), hits mostly cytotoxic; S2 cells (HEK-293 line with an ATXN2-luciferase reporter) viability, CellTiter-Fluor protease fluorescence, 24 h; AID 651635; further: potency means the concentration at half of the fitted maximal effect; nearly all actives have a fitted effect of over 40% in size
CCT modulator: cytosolic chaperonin activity modulation; purified chaperonin ATPase assay, HTRF ADP detection, 30 min; activity change, % (concentration not given with the values), hits read low; 0.3% of 360,000 active; AID 651819; in the data active means activity change below about -30%; further: on the % scale 0 is the no-effect control and ±100 the full control effect
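First, chaperonin was dispensed at 40 nM or 20 nM final depending on batch activity. Next, compounds were pinned at 76 uM and ATP added at 10 uM. After 30 min at 37 °C, ADP detection reagents ran 30 min at ambient temperature.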
An asterisk follows results filed as active; i = inactive; ? = inconclusive; / = no result given; [ ] = remark or other dose. Unless noted, the call rests on the fitted dose curve; in most records, active means well fitted curve in the direction sought with a large enough effect; inconclusive means small, poorly fitted or top-dose-only effect, or another doubt; inactive means no such curve, though single readings can be large; an effect the other way counts as inactive or inconclusive.

molecule	TGFb inhibitor	Nrf2 block	Akt phos inh	MmCpn inh	A549 tox	Nrf2 activator	HepG2 viability	ATXN viability	CCT modulator
O=C(Nc1ccon1)c1cccc(C(F)(F)F)c1	?	8%	i	-2%	5%	2.0%	-45%	i	-2.8
CC1Cn2c(C(=O)NCc3ccccc3Cl)cc3cccc(c32)S1 (configuration not stated)	-14%	19%	/	/	9%	4.2%	-19%	/	/
O=C(CSc1ncnc2sc3c(c12)CCCC3)NC1CCS(=O)(=O)C1 (configuration not stated)	-33%	-21%	i	-8%	4%	0.4%	-26%	i	0.2
COc1ccc(-c2cc(N)n(S(=O)(=O)c3c(F)c(F)c(F)c(F)c3F)n2)cc1OC	4µM*	/	i	-1%	-2%	?	8.9µM*	10µM*	-0.7
Cc1nn(C)c(C)c1CN(C)C(=O)c1cc2nc(-c3ccco3)cc(C(F)(F)F)n2n1	3%	?	i	1%	-11%	0.0%	-12%	i	-3.2
COc1ccc(CNC(=O)C(CCSC)NS(=O)(=O)c2ccccc2F)cc1 (configuration not stated)	6%	2%	i	2%	-2%	0.2%	1%	i	-1.4
Cc1cc(Cl)c(S(=O)(=O)Nc2ccc3c(c2)OCCO3)cc1OCC(N)=O	1%	3%	i	-3%	-19%	-0.3%	-15%	?	1.4
Cc1cccc(C(=O)NC(=S)Nc2c(C)n(C)n(-c3ccccc3)c2=O)c1	-6%	-3%	i	/	2%	1.4%	-15%	i	1.6
CC(=O)c1cccc(NS(=O)(=O)c2c(C(=O)N3CCCCCC3)c(C)n(C)c2C)c1	-26%	-5%	/	/	-2%	-0.5%	-2%	?	/
CCOc1ccc(NC(=O)CSc2nnc(CNC(=O)C34CC5CC(CC(C5)C3)C4)n2CC)cc1	-29%	17%	/	/	?	2.2%	-15%	i	/
CCOc1ccc(S(=O)(=O)Nc2ccc(S(=O)(=O)N3CCOCC3)cc2)cc1	-6%	/	i	/	-1%	-0.5%	5%	i	-2.8
O=C(COc1ccccc1)Nc1ccccc1N1CCN(c2ccccc2)CC1	-14%	4%	i	2%	2%	-0.8%	-15%	i	-1.1
Cc1ccc(Cl)cc1NC(=O)C(NS(=O)(=O)c1cccs1)c1ccccc1 (configuration not stated)	?	4%	i	-1%	5%	2.2%	-6%	i	0.8
COc1ccc([C@H]2CC(=O)C=C(c3ccc(C(=O)O)cc3)C2)cc1OC	11%	34%	i	1%	3%	0.1%	-2%	i	-1.2
CC(=O)NCCc1ccc(S(=O)(=O)Nc2cccnc2)cc1	6%	-27%	i	-9%	7%	0.5%	-1%	?	0.8
CC(C)Oc1cccc(C(=O)C2CCCN(Cc3cccn3-c3ccccn3)C2)c1 (configuration not stated)	?	13%	i	1%	?	0.3%	-29%	?	1.6
COC(=O)c1cc(NC(=O)c2nn(C)c3c2CSc2ccccc2-3)cc(C(=O)OC)c1	-3%	-2%	/	/	-2%	-0.5%	7%	/	/
CCOC(=O)C(C)n1cnc2c1c(=O)[nH]c(=O)n2C (configuration not stated)	-8%	-25%	i	0%	2%	0.3%	7%	i	1.9
O=C(CCCn1c(=O)oc2ccccc21)N1CCN(c2ccc(F)cc2)CC1	2%	-4%	i	2%	-3%	-0.3%	-12%	i	-3.3
CCC(C(=O)Nc1cccc(C#N)c1)n1nc(-c2ccccc2)ccc1=O (configuration not stated)	-18%	-3%	/	/	4%	3.2%	-10%	i	/
COc1cccc(COC(=O)C2CC(=O)N(Cc3ccco3)C2)c1OC (configuration not stated)	-21%	?	i	?	-1%	-0.8%	-8%	i	-0.6
COc1cccc(CNC(=O)CSc2nc3ccc(C)cc3[nH]2)c1	-1%	0%	i	1%	2%	-0.7%	-11%	i	-0.3
CCOc1ccccc1N(C)S(=O)(=O)c1ccc2c(c1)CC(C)N2C(=O)C1CC1 (configuration not stated)	?	?	i	1%	-15%	-0.7%	-6%	i	1.1
Cc1csc(SC(C)C(=O)NCC2CCCO2)n1 (configuration not stated)	-1%	3%	i	-1%	4%	-0.6%	-103%	i	4.8
COc1ccccc1NC(=S)N1CCOCC1	6%	-1%	i	0%	8%	-0.8%	8%	i	-0.9

(further entries)
molecule	TGFb inhibitor	Nrf2 block	Akt phos inh	MmCpn inh	A549 tox	Nrf2 activator	HepG2 viability	ATXN viability	CCT modulator
CCOC(=O)c1ccc2c(c1)nc(COc1ccc3ccccc3c1)n2CC	?	?	i	0%	-14%	0.3%	-39%	i	-5.2
Nc1c(C(=O)Nc2ccc(Br)cc2)sc2nc(N3CCOCC3)c3c(c12)CCCC3	2%	/	i	/	/	-1.2%	1%	i	0.7
COc1cc(C)c(Cl)cc1S(=O)(=O)NCCCN1CCOCC1	2%	-1%	i	-1%	9%	-0.6%	0%	i	0.5
CC(=O)N1CCc2cc(Br)cc(S(=O)(=O)N3CCC(C(=O)Nc4ccc(C(C)C)cc4)CC3)c21	-23%	?	/	/	11%	6.3%	-29%	i	/
CCOP(=O)(OCC)c1nc(-c2cccc3ccccc23)oc1NCc1ccc(OC)cc1	?	?	i	-2%	-11%	3.9%	-33%	i	-0.1
O=C1/C(=C\c2ccccc2)CCC/C1=C/c1ccccc1	?	-1%	i	/	16%	?	-1%	?	0.6
Cc1[nH]c(C)c(S(=O)(=O)N2CCN(c3ccccc3F)CC2)c1C(=O)N1CCCC1	9%	11%	i	1%	3%	0.2%	9%	i	3.0
Cc1nc(-c2ccc(F)cc2)c(CC(=O)N(C)CC(=O)Nc2ccccc2Cl)s1	-22%	1%	i	0%	2%	2.1%	-11%	i	-6.4
CCCC(=O)Nc1ccc(S(=O)(=O)N2CCCC2)cc1	?	-17%	i	-1%	5%	-0.2%	-13%	i	-2.4
O=C(Nc1cccc(C(=O)O)c1)/C(=C/c1ccc2c(c1)OCO2)NC(=O)c1cccc(Br)c1	3%	3%	i	0%	0%	0.1%	-4%	i	0.5
Cc1csc(SCC(=O)Nc2cccc(S(=O)(=O)N3CCOCC3)c2)n1	4%	-15%	i	-1%	0%	-0.2%	2%	i	-1.2
O=S(=O)(c1ccc(F)cc1)n1ccc2cccnc21	-12%	-7%	i	-1%	-2%	-0.2%	-1%	i	-0.1
Cc1ccc(NC(=O)CN2C(=O)c3cccnc3Oc3ccc(Cl)cc32)cc1	0%	?	/	/	-15%	3.3%	-10%	/	/
Cc1cccc(-c2nc(CS(=O)CC(=O)NC3CCCCC3)c(C)o2)c1 (configuration not stated)	0%	-7%	i	1%	0%	0.1%	-16%	i	-0.5
COc1ccc(S(=O)(=O)N2CCOCC2)cc1NC(=O)CCCOc1ccc(C(C)=O)cc1	-12%	/	i	/	/	1.0%	0%	i	-1.9
Cc1ccc(-c2nc3cc(NC(=O)c4cc5ccccc5o4)ccc3o2)cc1Cl	-3%	16%	/	/	-5%	0.1%	-2%	i	/
CN(CC(=O)Nc1ccc(Cl)cc1)C(=O)c1ccc(NS(=O)(=O)c2ccc3[nH]c(=O)[nH]c3c2)cc1	11%	20%	i	0%	11%	-0.8%	4%	i	-1.3
COC(=O)CN1C(=O)[C@H]2[C@@H](C3CC3)N3C(=O)CN(Cc4ccccn4)C(=O)[C@@]3(Cc3ccccc3)[C@H]2C1=O	-18%	-2%	i	2%	-1%	2.1%	-3%	i	-40*
CCCOC(=O)c1ccc(Cl)c(NC(=O)c2ccc(-c3ccccc3)cc2)c1	6%	?	i	0%	-9%	-0.2%	-1%	i	0.9
Cc1cc(NC(=O)CSc2nc(=O)n3cccc(C)c3n2)no1	1%	-5%	i	0%	-8%	0.4%	-8%	i	0.4
CN(NC(=O)c1ccccc1F)c1ccc([N+](=O)[O-])cn1	19%	6%	i	1%	-9%	0.0%	1%	i	-43*
COc1cc(CCC(=O)OCC(=O)NCc2ccc(Cl)cc2)cc(OC)c1OC	5%	-1%	i	1%	1%	-0.1%	8%	i	-1.3
COc1ccc(/C=C2\CCCc3c2nc2ccc(C)cc2c3C(=O)O)cc1O	-17%	7%	i	-4%	-1%	-0.5%	8%	i	-1.9
CC1(C(=O)NC23CC4CC(CC(C4)C2)C3)CC1(Cl)Cl (configuration not stated)	0%	-3%	i	2%	-5%	-0.1%	-5%	i	-3.6
Cc1cc(C(=O)CSc2nn(-c3ccccc3)c(=S)s2)c(C)n1Cc1ccco1	-5%	-10%	i	-18%	1%	0.8%	-9%	i	-0.1

More records follow:
molecule	TGFb inhibitor	Nrf2 block	Akt phos inh	MmCpn inh	A549 tox	Nrf2 activator	HepG2 viability	ATXN viability	CCT modulator
O=C(N1CCN(c2ccccc2)CC1)C(F)(F)C(F)(F)F	32%[activator]	/	i	-1%	-10%	-0.9%	-4%	i	-3.9
COc1ccc(CCNC(=O)C(=O)c2c(C)n(C)c3ccccc23)cc1OC	-5%	7%	i	-3%	5%	0.4%	8%	i	0.3
CCOn1c(=O)c(C)[n+]([O-])c2ccccc21	0%	21%	i	0%	-5%	2.1%	4%	i	1.2
CCC1CCCCN1C(=O)CSc1n[nH]c(-c2ccccc2)n1 (configuration not stated)	?	/	/	/	-2%	0.4%	-32%	/	/
CC(=O)c1ccc(NC(=O)C2Cc3ccccc3N2C(=O)c2ccccc2)cc1 (configuration not stated)	38%[activator]	/	/	/	-1%	0.9%	-40%	i	/
Cc1nc2nc(-c3ccccc3)[nH]n2c(=O)c1C	-4%	?	i	2%	?	7.3%	-5%	i	-2.8

Retrieved by compound from the list above (2):
molecule	TGFb inhibitor	Nrf2 block	Akt phos inh	MmCpn inh	A549 tox	Nrf2 activator	HepG2 viability	ATXN viability	CCT modulator
O=C(N1CCN(c2ccccc2)CC1)C(F)(F)C(F)(F)F	32%[activator]	/	i	-1%	-10%	-0.9%	-4%	i	-3.9
CCOn1c(=O)c(C)[n+]([O-])c2ccccc21	0%	21%	i	0%	-5%	2.1%	4%	i	1.2
